Assay outcomes from PubChem BioAssay.
RmlCD inh 1536: blocks M. tuberculosis RmlC and RmlD coupled enzymes | P9WH09+P9WH11 | inhibition, % at 3.6 µM | RmlC+RmlD coupled enzyme assay, percent inhibition; primary screen in compound mixtures | 0.03% of 160,000 active | AID 1533; in the data active means inhibition mostly above about 34%, no sharp cut-off; further: some results filed as inactive read as strong as hits
Target sequence (P9WH09 whole entry, looked up): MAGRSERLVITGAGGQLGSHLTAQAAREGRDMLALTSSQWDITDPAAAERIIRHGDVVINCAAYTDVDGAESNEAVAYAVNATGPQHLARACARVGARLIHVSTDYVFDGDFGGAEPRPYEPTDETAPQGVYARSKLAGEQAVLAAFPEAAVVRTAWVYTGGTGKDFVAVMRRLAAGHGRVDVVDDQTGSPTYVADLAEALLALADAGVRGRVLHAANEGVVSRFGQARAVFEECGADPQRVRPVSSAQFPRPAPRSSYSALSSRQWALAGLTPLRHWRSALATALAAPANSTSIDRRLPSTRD
Target sequence (P9WH11 whole entry, looked up): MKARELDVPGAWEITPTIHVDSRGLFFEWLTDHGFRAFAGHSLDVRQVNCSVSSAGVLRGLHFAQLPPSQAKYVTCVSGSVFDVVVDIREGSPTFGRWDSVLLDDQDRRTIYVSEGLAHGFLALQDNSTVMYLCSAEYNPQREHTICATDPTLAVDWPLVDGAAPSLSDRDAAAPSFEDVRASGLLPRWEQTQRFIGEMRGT
M. tuberculosis GlmU: inhibition of mycobacterial GlmU enzyme – biochemical, glucosamine-1-phosphate acetyltransferase (AID 1376); M. tuberculosis GlmU acetyltransferase enzyme assay; higher % means a stronger effect; one-dose inhibition, %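 (tested at 30 µM in the primary screen)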; IC50 in µM for titrated hits; 0.25% of 220,000 active; in the data active means inhibition above about 13%;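 further: 0% = complete reaction with vehicle and 100% = reaction without substrate; strong numbers were not always called active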
An asterisk follows results filed as active; . = not tested or not shown.

SMILES	RmlCD inh 1536	M. tuberculosis GlmU
O=C(Nc1ccc2c(c1)nc1n2CCN(Cc2ccccc2)C1)c1cccs1	.	-0.4%
Cc1sc2ncnc(Sc3ccccc3C(=O)O)c2c1C	-0.3	0.6%
CCNC(=O)Cc1ccc(NS(=O)(=O)c2ccc(F)cc2)cc1	.	2.3%
Cc1sc(NC(=S)NC(=O)c2ccco2)c(C#N)c1C	5.6	-4.2%
Cc1csc(-c2cnn(-c3ccccc3)c2NC(=O)c2cccc(C(F)(F)F)c2)n1	24.1	-4.3%
C=CCCCCCCCCc1nc(=S)[nH][nH]1	61.4	-1.3%
O=C(O)C1C2C=CC(C2)C1C(=O)NCc1ccco1 (centres undefined)	5.6	-2.7%
COCCOC(=O)c1c(N)n(Cc2ccc(OC)cc2)c2nc3ccccc3nc12	6.7	1.2%
CCOC(=O)c1c(C)c(-c2ccccc2)n(CC(=O)N2CCCC2)c1C	6.2	1.2%
Cc1nnc2ccc(-c3ccc(NC(=O)c4cccnc4Cl)cc3)nn12	-5.8	3.9%
O=C(Cn1cnc2ccccc2c1=O)c1ccc2c(c1)OCCO2	.	2.8%
O=C(O)Cn1cccc1C(=O)c1ccccc1	16.8	0.5%
O=C(CCN1CCCCC1)Nc1ccccc1	-2.9	2.5%
Cc1c(N=Cc2ccccn2)c(=O)n(-c2ccccc2)n1C	.	0.1%
CCOc1ccc(CCNc2nc3c(c(=O)n(C)c(=O)n3C)n2CC)cc1OCC	-7.5	1.8%

Some of the entries above in a different format.
smiles: C=CCCCCCCCCc1nc(=S)[nH][nH]1
  RmlCD inh 1536: 61.4 | M. tuberculosis GlmU: -1.3%

smiles: O=C(O)C1C2C=CC(C2)C1C(=O)NCc1ccco1 (centres undefined)
  RmlCD inh 1536: 5.6 | M. tuberculosis GlmU: -2.7%

smiles: COCCOC(=O)c1c(N)n(Cc2ccc(OC)cc2)c2nc3ccccc3nc12
  RmlCD inh 1536: 6.7 | M. tuberculosis GlmU: 1.2%

smiles: CCOC(=O)c1c(C)c(-c2ccccc2)n(CC(=O)N2CCCC2)c1C
  RmlCD inh 1536: 6.2 | M. tuberculosis GlmU: 1.2%

Next compounds follow.
SMILES	RmlCD inh 1536	M. tuberculosis GlmU
O=[N+]([O-])c1ccc(-c2nnc(CNC3CCCC3)o2)cc1	-8.3	-0.6%
COc1ccccc1NC(=S)NNC(=O)c1nn(C)cc1Cl	.	-5.5%
Cc1cc(-c2sccc2C)nc(-n2cccc2)n1	.	-1.6%
O=C1N=C(N2CCCCC2)S/C1=C/C1=Cc2ccccc2OC1	-11.0	-6.8%
CN1CCN(/N=C/c2c[nH]c3ccccc23)CC1	26.4	4.0%
O=C(C1CCN(C2CC(=O)N(c3cccc(Cl)c3)C2=O)CC1)N1CCCC1 (centres undefined)	.	-1.1%
COc1ccc(C(=O)N2CCCCC2)cc1S(=O)(=O)Nc1cccc(C(=O)O)c1	.	1.7%
Cc1c(C(=O)O)oc2ccc(S(=O)(=O)NC3CCCCCCC3)cc12	4.3	3.2%
COc1cc(SC)ccc1C(=O)NCCOc1ccc(C)c(C)c1	.	0.5%
N=c1c(C(=O)NCc2ccco2)cc2c(=O)n3ccccc3nc2n1Cc1ccccc1	-1.0	5.6%
COCCN1Cc2cccc(C(=O)NCc3ccccc3OC)c2C1=O	-1.5	-6.1%
Cc1ccnc(N2CCC(C(=O)NC3CCCCCC3)CC2)n1	-0.4	3.1%
O=C(CCC1CCCN(C(=O)c2ccc3cc[nH]c3c2)C1)N1CCN(c2ccccn2)CC1 (centres undefined)	3.4	-0.1%
O=C1c2ccccc2C(=O)N1Cc1nc2ccccc2c(=O)n1-c1ccccn1	.	-1.8%
CC(C)n1cnc2c(NCc3ccccc3)nc(NCc3ccccc3)nc21	.	6.9%
Cc1cccn2c(=O)c3cc(C(=O)N(C)C)n(C)c3nc12	-11.7	6.3%
COc1cc(/C=C2\C(=O)ON=C2c2ccccc2)cc(OC)c1OC	-9.6	0.6%
Nc1nccc(-c2cccs2)n1	9.2	-3.2%
CN(C)S(=O)(=O)c1cccc(NC(=O)COC(=O)/C=C/c2ccc(Br)o2)c1	32.5	1.8%
O=C(NC12CC3CC(CC(C3)C1)C2)c1ccc(=O)oc1	-10.1	-0.9%
Cc1cccc(NC(=O)COc2ccc(Br)cc2C)n1	12.6	1.9%
CNC(=S)NNc1nc(C)cc(C)n1	21.9	2.5%
Cc1ccc(Sc2c(C)nn(C(=O)c3cccc(S(=O)(=O)N4CCOCC4)c3)c2C)cc1	.	-1.1%
CCc1ccccc1NNC(=O)CCc1ccccc1	15.5	2.6%
COc1ccc(CCNC(=O)CC(NC(=O)c2ccccc2Cl)c2ccccc2)cc1 (centres undefined)	-11.1	-3.8%
Cc1cc(F)c(F)c(C(=O)N2CCOCC2)c1Cl	.	2.3%
CCN(C(=O)c1ccc2c(OC)n(CC)nc2c1)c1ccc(OC)cc1	6.4	2.8%
CCOC(=O)C(=CNc1ccc(Oc2cncc(Cl)c2)nc1)C(=O)OCC	5.1	-4.6%
Cn1c(CCCNC(=O)c2cccs2)nc2ccccc21	-3.0	-0.5%
Cc1nnsc1C(=O)N/N=C/c1c(F)cccc1Cl	5.2	2.0%
Cc1ccc(C(=O)NCCCc2ccccc2)s1	.	1.0%
CC(C)(C)NC(=O)c1cnn2c1NC(c1ccc(F)cc1)CC2C(F)(F)F (centres undefined)	6.0	-3.5%
CC(C)CNC(=O)COC(=O)CCC(=O)c1ccc(F)cc1	.	-2.4%
O=C(Nc1ccc(S(=O)(=O)Nc2cnc3ccccc3n2)cc1)c1ccc(Br)o1	12.6	-1.4%
CCNC(=S)N1CCN(S(=O)(=O)c2ccc(C)cc2)CC1	9.0	2.5%
COc1cc(C(=O)NCCc2ccc(F)cc2)c([N+](=O)[O-])cc1OC	-11.9	2.6%
CCc1ccc(OCC(=O)NNC(=O)c2nn(CC)c(=O)c3ccccc23)cc1	10.6	-1.0%
O=C(N[C@@H](Cc1ccc(O)cc1)C(=O)O)c1ccc(C(F)(F)F)cc1	.	2.4%
CCn1c(=O)c2cc(C(=O)Nc3ccc(OC)cc3OC)sc2c2ccccc21	-4.0	7.0%
CC1CN(C2CCN(S(=O)(=O)Cc3ccccc3)CC2)CC(C)O1 (centres undefined)	-2.6	1.8%
COc1ccc(C(=O)OCC(=O)NCCN2C(=O)CSC2=O)cc1	7.2	2.4%
COc1ccc(/C=N/Nc2nc(Nc3ccccc3)nc(N3CCCCC3)n2)c(OC)c1	1.3	1.3%
COc1ccc(CC/C(C)=N\NC(N)=O)cc1	-6.3	6.3%
COC(=O)Cn1c(=NC(=O)CSCC(=O)Nc2cc(C)on2)sc2cc(C(=O)OC)ccc21	.	-0.1%
S=c1sc2c(N3CCN(Cc4ccccc4)CC3)ncnc2n1-c1ccccc1	-2.8	0.5%
CCOc1cnc(-c2ccc(OC)cc2)o1	.	0.4%
COc1ccc2[nH]cc(/C=C/C(=O)c3ccccc3)c2c1	-6.8	.
CC(C)c1cc(Br)ccc1OCCCN1C(=O)NC(C)(C)C1=O	-7.2	2.5%
CCN(C1CCCCC1)S(=O)(=O)c1ccc(S(=O)(=O)N(CC(=O)Nc2ccccc2)C2CC2)cc1	-8.6	1.3%
c1ccc(-c2ccccc2OCCN2CCOCC2)cc1	-2.1	-2.0%
COC(=O)CSc1ncc(C#N)c(N)n1	-4.0	4.7%
COc1ccc(NC(=S)NNC(=O)CNc2ccc(Cl)cc2)cc1	-36.2	8.0%
CCc1nc(N2CCC(C)CC2)c2oc3ccccc3c2n1	2.7	3.9%
CC(CP(=O)(O)O)NC(=O)Cc1ccccc1 (centres undefined)	-8.3	-2.7%
CCC(c1nnnn1C(C)C)N1CCN(C2CCCC2)CC1 (centres undefined)	-5.8	0.1%
Cc1cccc(Nc2nc(N)nc(CSC(=S)N3CCOCC3)n2)c1	-8.7	0.5%
Clc1ccc(CSc2ncn[nH]2)cc1	72.7	1.3%
COc1cc(/C=C/[N+](=O)[O-])ccc1OCc1cccc(C(=O)O)c1	-2.8	3.8%
CCOC(=O)Cc1csc(NC(=O)Nc2cccc(Cl)c2)n1	.	2.2%
CCCCn1c(O)c(C=Nc2c(C)n(C)n(-c3ccccc3)c2=O)c(=O)[nH]c1=O	.	-5.8%

The results go on:
SMILES	RmlCD inh 1536	M. tuberculosis GlmU
CCOC(=O)N1CCN(S(=O)(=O)c2ccc(F)cc2)CC1	.	0.1%
C/C(=N\NC(=O)CN(c1ccccc1)S(=O)(=O)c1ccccc1[N+](=O)[O-])C(C)(C)C	-5.6	-4.5%
O=C(Nc1cccc(-c2cn3ccccc3n2)c1)c1cc2ccccc2oc1=O	5.1	-1.1%
COc1cccc(OCC(=O)Nc2ccccc2NC(C)=O)c1	0.7	.
O=C(COc1ccc(Br)cc1)N/N=C1\SCC(=O)N1c1ccc(F)cc1	.	1.1%
CCC(C)NCCOc1ccccc1C (centres undefined)	11.5	-3.5%
Cc1cccc(CCNC(=O)C2CCN(S(=O)(=O)c3cccc4nsnc34)CC2)c1	6.7	-2.6%
Cc1sc2ncnc(SCC(=O)NC(C)C(C)C)c2c1C (centres undefined)	.	0.9%
NCc1cccc(-n2cccn2)c1	-10.1	-2.5%
CC(C)C(=O)N1N=C(c2ccc(NS(C)(=O)=O)cc2)CC1c1cccs1 (centres undefined)	-8.1	3.9%
COc1ccccc1CNC(=O)CCNC(=O)Cn1ccc2ccccc2c1=O	7.1	5.6%
CC(=O)Nc1nnc(-c2ccco2)o1	.	9.2%
CCN(CC)C(=O)CC(c1ccc(F)cc1)c1ccc(OC)cc1 (centres undefined)	3.7	-0.9%
Cc1cccc(C(=O)Nc2ccccc2SCC(=O)Nc2ccc(C)c(Cl)c2)c1	8.4	-6.7%
CCC1(c2ccccc2)NC(=O)N(CC(=O)Nc2cccc(C#N)c2)C1=O (centres undefined)	.	8.0%
O=C(CSc1nnc(-c2cccnc2)n1Cc1ccccc1)N1CCOCC1	.	11.3%
CCc1ccc(NC(=O)COC(=O)c2ccc(Cl)c(S(=O)(=O)N3CCCCCC3)c2)cc1	-8.7	2.1%
O=C(NCC(=O)N(Cc1cccs1)C(C(=O)NC1CCCCC1)c1ccco1)c1ccco1 (centres undefined)	.	5.1%
C=CCc1c(C)[nH]c2ccc(C)cc2c1=O	-7.7	-5.6%
COc1ccc(OCC(=O)Nc2ccccc2OC)cc1	4.7	3.5%
CN1CCN(NC(=O)C23CC4CC(CC(C4)C2)C3)CC1	-6.0	-3.1%
COc1cccc(NC(=S)N/N=C2/CCCCc3ccccc32)c1	31.0	-0.4%
CCCCn1c(-c2csc3c2CCC(C)C3)n[nH]c1=S (centres undefined)	46.8	1.3%
CN(C(=O)CSCC(=O)O)C1CCCCC1	4.8	-5.7%
O=C(CCN1CCN(c2ccccc2)CC1)Nc1cccc(Br)c1	-6.2	-1.2%
CCOn1c(=O)c(-c2ccc(OC)cc2)[n+]([O-])c2ccccc21	.	-3.2%
O=C(CCc1ccccc1)Nc1nnc(-c2ccc3c(c2)CCCC3)o1	-9.7	0.5%
CCN(CC)S(=O)(=O)c1ccc(C(=O)Oc2coc(CSc3nc(C)cc(C)n3)cc2=O)cc1	1.5	2.7%
CCOC(=O)N1CCN(CCC(=O)Nc2ccc(OC)cc2OC)CC1	.	2.6%
O=C(Nc1ccccc1)c1cccc(N2C(=O)CCC2=O)c1	.	5.4%
Cc1ccn2cc(CCNS(=O)(=O)c3ccc4c(c3)CCCC4)nc2c1	.	2.5%
CCOC(=O)CN(C(=O)CN1CCC(n2nnc3cc(C)ccc32)CC1)c1ccccc1	.	2.5%
Cc1ccc(-c2c(C(=O)NCc3ccccc3)oc(=O)c3ccccc23)cc1	6.4	2.3%
CCOc1ncccc1C(=O)N(C)CC(=O)Nc1ccc(C)cc1	-7.5	3.2%
CC(C)CCn1nnnc1C(C(C)C)N1CCC(C(N)=O)CC1 (centres undefined)	.	2.6%
COc1ccc2c(c1)-c1nc(N)sc1CC2	.	7.2%
Cc1nc(S/C(=C/c2ccc(-c3cc(Cl)ccc3C)o2)C(=O)O)n[nH]1	-5.2	-1.7%
Fc1ccc(CSc2nnc3ccc(-c4ccncc4)nn23)cc1	4.4	-0.9%
O=C1CC(N2CCOCC2)C(=O)N1CCN1C(=O)CC(N2CCOCC2)C1=O (centres undefined)	.	8.2%
O=C(NCCOC(=O)c1ccc(Cl)cc1)c1cccnc1	3.6	-4.7%
CN(c1ccccc1)c1ccc(/C=N/NC(=O)CC#N)cc1	-0.3	-1.4%
COc1ccc2c(c1)CCc1cc(C(=O)N3CCN(c4ccc(N5CCOCC5)nn4)CC3)sc1-2	-18.9	.
O=C(COc1ncnc2ccccc12)c1ccc(Cl)cc1	2.5	-5.2%
CC(=O)Nc1c(O)nc(SCC(=O)Nc2sc3c(c2C#N)CCCCCC3)[nH]c1=O	.	-0.3%
COc1ccc(CCNC(=O)C/C(C)=N/NC(=O)C2CCCCC2)cc1OC	.	-4.4%

Entries of single compounds, quoted from the list:
O=C(O)C1C2C=CC(C2)C1C(=O)NCc1ccco1 (centres undefined) is listed with RmlCD inh 1536 = 5.6; M. tuberculosis GlmU = -2.7%
Cc1nnc2ccc(-c3ccc(NC(=O)c4cccnc4Cl)cc3)nn12 is listed with RmlCD inh 1536 = -5.8; M. tuberculosis GlmU = 3.9%

Back to the main list; the three compounds before the break are reprinted first.
SMILES	RmlCD inh 1536	M. tuberculosis GlmU
O=C(COc1ncnc2ccccc12)c1ccc(Cl)cc1	2.5	-5.2%
CC(=O)Nc1c(O)nc(SCC(=O)Nc2sc3c(c2C#N)CCCCCC3)[nH]c1=O	.	-0.3%
COc1ccc(CCNC(=O)C/C(C)=N/NC(=O)C2CCCCC2)cc1OC	.	-4.4%
Cc1ccc(S(=O)(=O)N2CCC(C(=O)N3CCC[C@H]3C(=O)NCc3ccccc3)CC2)cc1	.	0.8%
O=C(O)CCc1nc(-c2cccs2)no1	5.0	.
CCOCC(=O)Nc1cc(C(=O)OC)ccc1C(=O)OC	.	3.3%
Cc1cccc2nc(CSc3ncccc3C(=O)O)cn12	8.6	-7.2%

The list is partial, so the mix of outcomes need not match the whole.
